# XIAP antagonists = XIAP antagonists, biochemical, IAP family, fluorescence polarization (AID 1018). XIAP BIR domain, fluorescence polarization peptide displacement; higher % means a stronger effect. displacement, % at 20 µM, or IC50 in µM where a hit was titrated. 200,000 tested, 0.007% active; in the data active means displacement above about 50%; further: a part of the inactive calls stands beside numbers as strong as those of hits
# Autophagy HCS = alters autophagy in cells | MEF GFP-LC3 puncta imaging; test concentration mostly 10 µM | calls only at 10 µM (by protocol) | 190,000 tested, 0.98% active | AID 463193;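 active means percentage of spot-positive cells more than 3 SD above its plate mean, without a fluorescence outlier flag or 80% toxicity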;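 further: spot-positive cell cutoff set from DMSO-treated cells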
# Hep lipid drop = hepatic lipid droplet formation modulation. AML12 mouse hepatocytes, oleate lipid droplets, BODIPY imaging. inhibition, % at 6.5 µM. 240,000 tested, 0.4% active. AID 1656;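 active means lipid droplet intensity inhibited by at least 50%, with more than 500 cells counted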
#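 Material – mouse AML12 hepatocyte cell line, fixed after treatment · Compound dosing – one dose, 6.5 µM compound · Times – compound with oleate, overnight · Measured by – Image-based BODIPY and DAPI two-channel analysis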
# Ins promoter up = MIN6 insulin promoter up-regulation | z-score at 5 µM | 190,000 tested, 0.3% active | AID 1625 | MIN6 insulin promoter-GFP reporter, high-content imaging; active compounds read high;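 active means z-score above 3 at 5 µM with at least 500 cells counted in the well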
# b-catenin transl = alters nuclear translocation of beta-catenin in HeLa cells. nuclear translocation activity, % at 5 µM. AID 1665. immunofluorescence imaging. 190,000 tested, 0.3% active;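 active means nuclear translocation activity above 50% at 5 µM, with a well cell count of 50 or more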;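 further: per-cell ratio of nuclear to cytoplasmic median beta-catenin stain intensity; plate controls were DMSO negative control for no effect and GSK-3 inhibitor IX positive control for full effect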
#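 assay system = human HeLa cells, endogenous beta-catenin | times = compound treatment 24 h, 37°C, 5% CO2 | detection = Anti-beta-catenin immunofluorescence on PFA-fixed, Triton-permeabilized cells, DAPI nuclei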
# CSM14.1 death rescue = rescue of cells from ER stress-induced death, primary screen, 384-well, CSM14.1, thapsigargin, ATP luminescence (AID 1222); CSM14.1 thapsigargin-induced death rescue, ATP luminescence; higher % means a stronger effect; cellular ATP content (survival), % at 20 µM; hits with a dose series show EC50 in µM; 190,000 tested, under 10 active;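 active means EC50 below 50 µM in the dose-response confirmation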;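 further: death triggered by thapsigargin at about 15 µM added after 2 h compound pretreatment; cell ATP read after overnight thapsigargin exposure of roughly 18 to 22 hours; normalized against plate controls of thapsigargin alone and 5% DMSO vehicle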
# WT yeast gro inh = growth inhibition of WT yeast, mitochondrial fusion screen; mitochondrial fusion phenotypic screen, WT strain; inhibition, % at 10 µM; 190,000 tested, 2.1% active; AID 1362; in the data active means inhibition above about 58%; tested in S. cerevisiae
# Dynein transport = dynein cargo transport inhibition | 3617.4 mouse cells, GR-EGFP nuclear translocation imaging; test concentration mostly 20 µM; stimulated with dexamethasone, 1 µM; active compounds read low | z-score, hits read low | 220,000 tested, 0.47% active | AID 1381;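 active means plate z-score of nuclear minus cytoplasmic receptor signal below a set negative limit, without overly bright fluorescence or cell loss, cut at about -3.5 in these data, passing the limit was not always enough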;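 further: z-score of nuclear minus cytoplasmic ring GR-EGFP intensity difference per well; some compounds called inactive have numbers as strong as hits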
#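 medium = tetracycline-free induction medium containing charcoal-stripped FBS | also added = 1.0 µM final dexamethasone stimulus | schedule = 48 h induction, 1 h compound, 30 min dex at 37 °C | technique = fixed, Hoechst-stained cells imaged at 10x for EGFP | measure = GR-EGFP nuclear translocation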
# MT stabilizer = microtubule stabilization, imaging screen; HeLa tubulin immunostaining HCS, 24 h; share of cells brighter than vehicle mean+2SD; % tubulin-high responders, % at 10 µM; 200,000 tested, 0.83% active;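 active means plate Z-score above 3 for both tubulin-high and condensed-nucleus cell shares, with cell loss under 80%, at 10 µM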;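 further: anti alpha tubulin signal scored within the nucleus-defined area of each cell; some results filed as inactive read as strong as hits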
# WT yeast gro inh mutant strain = also measured in WT yeast gro inh; calls as there; inhibition, %; mitochondrial fusion phenotypic screen, mutant strain inhibition
# Dynein transport cytoplasmic EGFP = also measured in Dynein transport; calls as there; z-score; measured here: cytoplasmic GR-EGFP intensity; active compounds read high
# Dynein transport nuclear GR-EGFP = also measured in Dynein transport; calls as there; z-score; measured here: nuclear GR-EGFP intensity;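 lower value marks the stronger effect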
# Dynein transport cell count = also measured in Dynein transport; calls as there; z-score; measured here: cell count per field
# Ins promoter up cell count = further read-out of Ins promoter up, marked with its call; cell count; measured here: cytotoxicity, nuclei count;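 total cells summed across four imaged fields per well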
# Hep lipid drop cells 6.5 µM = second read-out of Hep lipid drop, no call of its own (marks repeat the call); cell count; measured here: cell count, cytotoxicity flag;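 cells counted across two imaged fields per well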
# b-catenin transl cell count 5 µM = further read-out of b-catenin transl, marked with its call; cell count; measured here: cell count, cytotoxicity flag
# MT stabilizer Hoechst-high % = also measured in MT stabilizer; calls as there; % Hoechst-high responders; measured here: nuclear condensation Hoechst responders;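 share of cells brighter than vehicle mean plus two SD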
# MT stabilizer cytotoxicity % = further read-out of MT stabilizer, marked with its call; toxicity, %; measured here: cytotoxicity by cell density;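 0% = mean cell density of plate MIN control wells and 100% = no cells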
# Autophagy HCS cell loss 18 h = further read-out of Autophagy HCS, marked with its call; toxicity, %; measured here: cell loss, nuclei count;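 cell loss after 18 h compound exposure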
# Starred values were filed as active, the others as inactive; i = inactive; . = not tested or not shown.
No.	molecule	XIAP antagonists	Autophagy HCS	Autophagy HCS cell loss 18 h	Hep lipid drop	Hep lipid drop cells 6.5 µM	Ins promoter up	Ins promoter up cell count	b-catenin transl	b-catenin transl cell count 5 µM	CSM14.1 death rescue	WT yeast gro inh	WT yeast gro inh mutant strain	Dynein transport	Dynein transport cytoplasmic EGFP	Dynein transport nuclear GR-EGFP	Dynein transport cell count	MT stabilizer	MT stabilizer Hoechst-high %	MT stabilizer cytotoxicity %
1	O=c1cc(-c2ccc([N+](=O)[O-])cc2)c2ccc(O)cc2o1	-8.2%	i	-8	-1	712	2.5	1203	2.4	1099	-1.5%	-5	11	1.1	-0.32	0.75	-1.2	2.5	2.7	5.5
2	Cc1ccc(-n2nnnc2SCC(=O)Nc2ccccc2-c2ccccc2)cc1C	-3.9%	i	-4	-21	641	-0.2	1291	-0.6	1126	5.6%	33	-7	0.29	-0.23	-0.023	-0.4	5.1	2.7	12
3	Cc1ccc(C)c(S(=O)(=O)N/N=C/c2ccc(C(=O)O)cc2)c1	-2.8%	i	-3	2	655	-0.12	1361	-3.1	588	-1.0%	0	-15	-0.07	0.059	0.14	-0.4	3.8	2.4	8.1
4	COc1ccc(-c2nc(CSCC(=O)N3CCN(C(=O)c4ccco4)CC3)c(C)o2)cc1OC	-2.4%	i	-2	.	.	0.36	966	.	.	0.5%	8	5	1.2	-0.12	0.82	-0.83	3.8	3.8	2.6
5	COc1ccc(CNCc2ccco2)cc1OCc1ccccc1	3.2%	i	16	-6	671	0.79	1836	-0.6	1048	-1.1%	-5	1	0.14	-0.19	-0.075	0.21	4.2	1.4	7.8
6	CCN(C(=O)CSc1nc(-c2ccccc2)c(-c2ccccc2)[nH]1)C1CCS(=O)(=O)C1 (stereo not drawn)	-7.1%	i	5	16	767	.	.	3.2	954	2.5%	-3	1	0.32	-0.12	0.25	-0.27	1.1	1.3	19
7	CCOC(=O)NC(=O)CSc1nnnn1-c1ccccc1	-3.0%	i	-6	6	758	.	.	.	.	-2.5%	-4	-29	-0.35	-0.28	0.17	1.1	2.3	1.4	21
8	COC(=O)CNC(c1ccccc1)c1cc(Br)ccc1NC(=O)CNC(=O)OCc1ccccc1 (stereo not drawn)	-13%	i	-2	-45	644	0.71	1487	-3.3	1056	-0.9%	31	8	-0.31	-0.23	-0.48	0.77	2.2	2.9	11

# Record cards (already shown).
# Shown for O=c1cc(-c2ccc([N+](=O)[O-])cc2)c2ccc(O)cc2o1 = XIAP antagonists = -8.2%; Autophagy HCS = i; Autophagy HCS cell loss 18 h = -8; Hep lipid drop = -1; Hep lipid drop cells 6.5 µM = 712; Ins promoter up = 2.5; Ins promoter up cell count = 1203; b-catenin transl = 2.4; b-catenin transl cell count 5 µM = 1099; CSM14.1 death rescue = -1.5%; WT yeast gro inh = -5; WT yeast gro inh mutant strain = 11; Dynein transport = 1.1; Dynein transport cytoplasmic EGFP = -0.32; Dynein transport nuclear GR-EGFP = 0.75; Dynein transport cell count = -1.2; MT stabilizer = 2.5; MT stabilizer Hoechst-high % = 2.7; MT stabilizer cytotoxicity % = 5.5
# Shown for Cc1ccc(C)c(S(=O)(=O)N/N=C/c2ccc(C(=O)O)cc2)c1 = XIAP antagonists = -2.8%; Autophagy HCS = i; Autophagy HCS cell loss 18 h = -3; Hep lipid drop = 2; Hep lipid drop cells 6.5 µM = 655; Ins promoter up = -0.12; Ins promoter up cell count = 1361; b-catenin transl = -3.1; b-catenin transl cell count 5 µM = 588; CSM14.1 death rescue = -1.0%; WT yeast gro inh = 0; WT yeast gro inh mutant strain = -15; Dynein transport = -0.07; Dynein transport cytoplasmic EGFP = 0.059; Dynein transport nuclear GR-EGFP = 0.14; Dynein transport cell count = -0.4; MT stabilizer = 3.8; MT stabilizer Hoechst-high % = 2.4; MT stabilizer cytotoxicity % = 8.1

# Next part:
No.	molecule	XIAP antagonists	Autophagy HCS	Autophagy HCS cell loss 18 h	Hep lipid drop	Hep lipid drop cells 6.5 µM	Ins promoter up	Ins promoter up cell count	b-catenin transl	b-catenin transl cell count 5 µM	CSM14.1 death rescue	WT yeast gro inh	WT yeast gro inh mutant strain	Dynein transport	Dynein transport cytoplasmic EGFP	Dynein transport nuclear GR-EGFP	Dynein transport cell count	MT stabilizer	MT stabilizer Hoechst-high %	MT stabilizer cytotoxicity %
9	CCOC(=O)N1CCN(CC(=O)N2c3ccccc3CC2C)CC1 (stereo not drawn)	-16%	i	13	.	.	-0.03	1027	-1.9	1164	-0.4%	-2	15	-0.39	-0.27	-0.81	-0.55	4.8	2.0	4.5
10	CC(C)(C)n1nnnc1C(c1cccs1)N1CCN(C(=O)c2ccco2)CC1 (stereo not drawn)	-4.5%	i	2	13	652	0.07	1833	0.2	1083	-0.4%	-14	-14	-0.18	-0.17	-0.24	0.39	4.0	1.1	3.2
11	C=CCN=C1NN=C(c2cc(C)n(CC=C)c2C)CS1	-9.1%	i	-1	-24	721	0.4	1284	-0.2	493	-4.5%	-13	12	-0.044	-0.19	0.29	-0.66	3.0	2.3	0.6
12	CC(NC(=O)CN(C)Cc1cccs1)c1ccccc1 (stereo not drawn)	-2.6%	i	8	-29	706	-0.66	1234	-2.5	1145	.	-7	4	-0.2	-0.048	0.095	0.68	2.5	1.6	5.6
13	CCc1nnc(N/N=C/c2c(Cl)cccc2Cl)n1N	-1.2%	i	24	.	.	-0.18	1286	-1.9	1281	2.9%	-17	-11	-0.061	-0.19	0.26	-0.37	1.9	1.0	4.2
14	C=CCOc1ccc(/C(O)=C2/C(=O)C(=O)N(CCCN3CCOCC3)C2c2ccc(OC)cc2)cc1 (stereo not drawn)	-4.3%	i	-3	-2	735	0.11	1269	-0.1	599	-3.5%	-20	-6	-2.2	-0.2	-1.4	0.56	3.1	1.6	3.5
15	CCCCSc1nnc2[nH]c(=O)cc(N)n12	-2.9%	i	13	-24	797	.	.	-7.0	697	-1.0%	.	.	0.31	-0.057	0.062	1.3	2.9	0.4	15
16	CCOCCc1nnc(NC(=O)C(C)Oc2ccccc2)s1 (stereo not drawn)	-6.5%	i	12	-16	682	-0.27	1661	0.6	1010	0.2%	-4	-1	-1.3	-0.27	-0.032	0.53	4.8	2.8	7.6
17	NS(=O)(=O)c1ccc(Nc2nc(-c3ccc(O)cc3)cs2)cc1	-7.3%	i	1	1	738	0.49	1186	2.2	847	-2.3%	-5	-5	-1.4	-0.23	-0.64	-0.3	2.2	2.5	5.6
18	Cc1ccccc1CC(=O)N1CCCC(CCC(=O)N2CCN(c3ccccn3)CC2)C1 (stereo not drawn)	0.3%	i	-9	-9	722	0.02	1421	1.4	1106	2.5%	-5	14	0.14	-0.24	0.09	-0.31	2.0	0.7	3.4
19	O=C1COc2ccc(C(=O)COC(=O)Cc3ccsc3)cc2N1	-17%	i	9	4	686	-0.31	1373	1.5	1110	-0.9%	-28	-6	-0.79	-0.36	-0.016	1.2	5.5	1.8	4.1
20	COc1cccc(C2CC3(CC(C)(C)NC(=S)N3)Oc3cc(O)ccc32)c1 (stereo not drawn)	-3.6%	i	21	5	619	-0.14	1257	2.5	509	-2.3%	2	7	0.49	-0.23	0.27	-0.01	4.4	2.2	7.3
21	O=C(O)CSc1nnnn1-c1ccccc1	-1.5%	i	5	5	799	.	.	.	.	-0.3%	-35	-30	-0.2	-0.18	-0.28	0.8	1.7	1.4	5.6
22	Cc1ccc(/C=C/C(=O)OCC(=O)N2CC(=O)Nc3ccccc32)o1	-2.1%	i	0	3	696	-0.14	1393	1.5	1078	-0.5%	6	-6	0.34	-0.25	0.34	-0.32	2.8	1.5	4.6
23	O=C(N/N=C/c1ccc(N2CCOCC2)cc1)c1ccc(O)cc1	.	.	.	-2	695	0.28	1359	-0.5	1168	.	.	.	0.07	-0.01	0.084	-0.36	.	.	.
24	CC(=O)Nc1sc(C)c(C)c1C(=O)OCC(=O)Nc1cc(S(=O)(=O)N2CCCCC2)ccc1Cl	-3.8%	i	19	-23	587	0.33	1226	0.7	516	27%	11	0	1.5	-0.23	0.54	-0.75	2.0	2.0	4.6
25	Cc1ccc(OCCC(=O)Nc2ccc(F)c(F)c2)cc1	-0.2%	i	10	8	644	-0.28	1288	2.2	524	1.9%	14	-1	-0.41	0.22	-0.53	0.41	4.1	3.3	8.2
26	COc1ccc(N=C2NC(=O)/C(=C/c3ccco3)S2)cc1	.	.	.	-10	748	1	994	0.0	1276	.	.	.	-0.23	-0.23	0.32	-0.56	.	.	.
27	COc1ccc(OCC(=O)N/N=C\c2ccco2)cc1	-2.3%	i	-4	1	689	-0.12	1469	1.1	1012	2.3%	1	-2	0.87	-0.15	0.65	-0.94	2.2	1.4	0.2
28	Nc1ncnc(Sc2ncccn2)c1[N+](=O)[O-]	-17%	i	6	-1	654	-0.27	1374	-0.3	849	-4.7%	29	6	-5.1*	2.9*	-2*	0.06*	1.4	2.5	4.3
29	COc1cc(/C=N/NC(=O)CCn2nnc3ccccc32)ccc1O	1.3%	i	5	-9	662	0.07	1424	-2.4	1153	-1.0%	2	11	-0.49	-0.08	0.089	0.28	5.0	3.7	2.9
30	COc1ccccc1/C=N/OC(=O)c1ccc(C)cc1	2.2%	i	-32	10	695	1.1	1443	-0.9	950	-2.0%	22	9	-0.71	0.29	-0.17	0.88	3.8	2.6	4.1
31	Cc1cc(C)c(C(=O)/C=C/c2cccc3ccccc23)c(=O)[nH]1	-11%	i	-12	11	659	-0.66	1137	5.3	766	-1.9%	-15	6	-1.5	1.1	-0.72	1.2	14	2.9	38
32	CC1CC(NC(=O)c2cnc3n(c2=O)CCS3)CC(C)(C)C1 (stereo not drawn)	.	.	.	2	739	-0.77	953	-2.9	1213	.	21	10	0.93	-0.52	1	-1.4	.	.	.

# Screens: PubChem, several laboratories
